5HT1E ag – 5-HT1E receptor agonists, primary screen, cell-based, HTS; 5-hydroxytryptamine receptor 1E (Homo sapiens), P28566; CHO 5-HT1E Ga15 NFAT-bla reporter, FRET; 0% DMSO wells, 100% control agonist wells; activation, % at 6 µM; 0.69% of 65,000 active; AID 574, 2007;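 active = activation above a set limit, the screen-wide mean activation plus 3 SD, cut at about 8.5% in these data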;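 also: 100% = positive control agonist at 1 µM giving full maximal response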
5-HT1A blocker – human 5-HT1a receptor antagonists, primary screen, cell-based, CHO, Ga15 NFAT-bla reporter | 5-hydroxytryptamine receptor 1A (Homo sapiens), P08908 | CHO 5-HT1a Ga15 NFAT-bla reporter, antagonist mode | inhibition, % at 10 µM | 0.68% of 62,000 active;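 active = inhibition above the mean of all tested compounds plus 3 SD, cut at about 43% in these data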;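 also: receptor stimulated by 5-CT agonist at 100 nM near EC80; beta-lactamase reporter measured by ratiometric fluorescence of a cleavable substrate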
5HT1a ag – human 5-HT1a receptor agonists, primary screen, cell-based, CHO, Ga15 NFAT-bla reporter; 5-hydroxytryptamine receptor 1A (Homo sapiens), P08908; CHO 5-HT1a Ga15 NFAT-bla reporter, FRET ratio; 0% basal, 100% maximal reference agonist; activation, % at 10 µM; 0.56% of 65,000 active;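 active = activation above the screen-wide mean activation plus 3 SD, cut at about 19% in these data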;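 also: 0% = DMSO wells and 100% = 5-CT at EC100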
M1 ag – M1 muscarinic receptor agonists, primary screen, CHO-M1 cells, Fluo-4 calcium, agonist mode; B-score at 10 µM; Fluo-4 calcium fluorescence; stronger effect = higher value; 3% of 64,000 active; Muscarinic acetylcholine receptor M1;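 active = fluorescence rise, raw or as B-score row- and column-corrected plate score, outside the 99.7% band of its plate's samples, either direction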
S1P1 ag pot – S1P1 agonists and agonism potentiators, primary screen, cell-based, primary and confirmation screens, CRE-bla reporter; Sphingosine 1-phosphate receptor 1 (Homo sapiens), P21453; S1P1 CRE-bla cells, forskolin, beta-lactamase FRET, potentiator mode; S1P1 agonist co-added at EC20, 2 nM; 100% = saturating reference agonist, 0% = basal; activation, % at 9.5 µM; 0.57% of 56,000 active;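 active = activation above a cutoff set at the mean activation of all tested compounds plus 3 SD, cut at about 54% in these data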;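 also: forskolin at 4 µM as EC80 and the EC20 agonist is SEW2871; 100% = SEW2871 at its EC100 plus forskolin at EC80; some compounds past the cut are filed as inactive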
Target sequence (P21453 whole entry, looked up): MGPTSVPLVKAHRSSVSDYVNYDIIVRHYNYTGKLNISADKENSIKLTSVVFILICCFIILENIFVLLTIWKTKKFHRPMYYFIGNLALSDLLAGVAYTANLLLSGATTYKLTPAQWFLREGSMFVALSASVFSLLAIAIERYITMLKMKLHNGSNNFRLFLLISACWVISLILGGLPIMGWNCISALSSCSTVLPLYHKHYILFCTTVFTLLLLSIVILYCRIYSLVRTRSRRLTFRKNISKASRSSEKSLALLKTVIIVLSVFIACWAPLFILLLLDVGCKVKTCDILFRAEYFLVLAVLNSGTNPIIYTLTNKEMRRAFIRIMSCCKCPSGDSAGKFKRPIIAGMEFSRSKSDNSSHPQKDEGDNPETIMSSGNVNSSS
Jurkat viability – cytotoxicity toward Jurkat T cells, primary screen, cytotoxicity control, cell-based, Jurkat E6.1, 60K MLSMR library; Jurkat E6.1 viability, ATP luminescence, 48 h; inhibition, % at 4 µM; 1.2% of 56,000 active; AID 463, 2006;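 active = inhibition above the mean inhibition of all tested compounds plus 3 SD, cut at about 28% in these data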
M1 antag – antagonists of rat M1 muscarinic receptor; B-score at 10 µM; Muscarinic acetylcholine receptor M1 (Rattus norvegicus), P08482; CHO-M1 cells, Fluo-4 calcium, ACh EC80 antagonist mode; stronger effect = lower value; 3.4% of 64,000 active; AID 628, 2007;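 active = calcium fluorescence response, raw or row-and-column corrected B-score, differing from the plate sample mean either way at a set confidence level, mostly lower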
S1P3 agonist – human S1P3 receptor agonists, primary screen, cell-based, primary and confirmation, NFAT-BLA reporter | Sphingosine 1-phosphate receptor 3 (Homo sapiens), Q99500 | activation, % at 4.5 µM | 0.1% of 60,000 active | S1P3 NFAT-BLA reporter cells, agonism, FRET ratio; relative to 1 µM S1P, basal subtracted;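 active = activation above the screen-wide mean plus 3 SD, cut at about 4.5% in these data, passing the limit was not always enough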; also: some compounds called inactive have numbers as strong as hits
Target sequence (Q99500 whole entry, looked up): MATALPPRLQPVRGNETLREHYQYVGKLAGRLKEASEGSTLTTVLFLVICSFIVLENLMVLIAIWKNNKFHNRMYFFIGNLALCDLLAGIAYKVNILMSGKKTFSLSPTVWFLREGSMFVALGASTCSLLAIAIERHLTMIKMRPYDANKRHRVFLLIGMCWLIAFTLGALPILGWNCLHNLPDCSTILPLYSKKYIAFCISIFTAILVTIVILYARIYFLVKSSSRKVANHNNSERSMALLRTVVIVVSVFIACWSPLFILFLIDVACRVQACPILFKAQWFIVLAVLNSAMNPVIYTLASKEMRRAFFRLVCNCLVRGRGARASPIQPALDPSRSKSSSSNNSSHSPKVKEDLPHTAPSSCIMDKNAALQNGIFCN
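Assay system: stable CHO line with human S1P3, Gα16, NFAT-BLA reporter; Detection: FRET β-lactamase substrate fluorescence, excitation 405 nm, 460/535 nm emission ratio, background-subtracted; Read-out: percent activation versus median 1 µM S1P response, basal-subtracted, per plate; Incubation: cells plated overnight, compound 4 h 37 °C, substrate 2 h RT.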
5HT1E antag – 5-HT1E receptor antagonists, primary screen, cell-based, HTS; 5-hydroxytryptamine receptor 1E (Homo sapiens), P28566; 0.99% of 65,000 active; inhibition, % at 6 µM; AID 571, 2007; CHO 5-HT1E Ga15 NFAT-bla reporter, FRET, antagonist;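 active = inhibition above a set limit, the mean inhibition across every tested compound plus 3 SD, cut at about 29% in these data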;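 also: signal is the 460 over 535 nm emission ratio of beta-lactamase substrate; 0% = agonist plus DMSO wells and 100% = wells without agonist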
* marks the source's active call; other numbers are inactive results.

O=C(O)C1C2C=CC3(O2)C1C(=O)N1c2ccccc2COC13 (configuration not stated) was read as 5HT1E ag -1.0, 5-HT1A blocker 5, 5HT1a ag 0.5, M1 ag -0.19, S1P1 ag pot -2, Jurkat viability -2, M1 antag -0.052, S1P3 agonist -1.6 and 5HT1E antag -7.
Screening CCS(=O)(=O)N1CCC(C(=O)NCc2cccs2)CC1 returned 5HT1E ag 0.0, 5-HT1A blocker -4, 5HT1a ag -4.7, M1 ag 0.8, S1P1 ag pot -25, Jurkat viability 5, M1 antag 0.12, S1P3 agonist 0.2 and 5HT1E antag -8.
For CC1CCC(C(C)C)C(OC(=O)COC(=O)c2cccn2C)C1 (configuration not stated) the results were 5HT1E ag -0.2, 5-HT1A blocker 4, 5HT1a ag -2.7, M1 ag -0.006, S1P1 ag pot 6, Jurkat viability -7, M1 antag 0.39, S1P3 agonist -0.8 and 5HT1E antag 7.
`CCOC(=O)N1CCN(Cc2cccs2)CC1` gave 5HT1E ag 0.6, 5-HT1A blocker -8, 5HT1a ag -1.3, M1 ag 0.029, S1P1 ag pot -17, Jurkat viability -5, M1 antag 0.24, S1P3 agonist -0.2 and 5HT1E antag -15.
For Cc1ccc(OCC(=O)O)c(-n2nc3ccccc3n2)c1 the results were 5HT1E ag -0.4, 5-HT1A blocker -7, 5HT1a ag -1.4, M1 ag 0.024, S1P1 ag pot -5, Jurkat viability -1, M1 antag -0.6, S1P3 agonist -1.0 and 5HT1E antag -7.
Screening COc1ccccc1-n1c(SCC(=O)NC(C)(C)C)nnc1-c1ccco1 returned 5HT1E ag -0.6, 5-HT1A blocker -1, 5HT1a ag -2.6, M1 ag 0.0055, S1P1 ag pot -5, Jurkat viability -4, M1 antag 0.61, S1P3 agonist 2.0 and 5HT1E antag 3.
For CCC12CC3CC(C1)CC(C(=O)Nc1nn[nH]n1)(C3)C2 the results were 5HT1E ag 1.3, 5-HT1A blocker -8, 5HT1a ag 1.6, M1 ag -0.86, S1P1 ag pot -6, Jurkat viability -6, M1 antag -0.0085, S1P3 agonist -0.4 and 5HT1E antag -7.
Cc1cc(C(=O)Nc2ccc(N3CCOCC3)cc2)c2ccccc2n1 was read as 5HT1E ag 0.1, 5-HT1A blocker 9, 5HT1a ag 0.4, M1 ag 0.14, S1P1 ag pot -5, Jurkat viability -2, M1 antag 0.76, S1P3 agonist -0.2 and 5HT1E antag -8.
Cc1c(NC(=O)c2cccc(S(=O)(=O)N3CCOCC3)c2)c(=O)n(-c2ccccc2)n1C was read as 5HT1E ag -0.4, 5-HT1A blocker 0, 5HT1a ag -5.0, M1 ag 0.24, S1P1 ag pot -6, Jurkat viability 3, M1 antag -0.0099, S1P3 agonist -0.4 and 5HT1E antag 0.
Screening N#Cc1c(NC(=O)CSc2ncc(-c3ccccc3)n2CC2CCCO2)sc2c1CCCC2 (configuration not stated) returned 5HT1E ag 0.1, 5-HT1A blocker 14, 5HT1a ag 0.8, M1 ag 0.16, S1P1 ag pot -8, Jurkat viability -3, M1 antag -0.21, S1P3 agonist -1.1 and 5HT1E antag -7.
COc1ccc(-n2nc(C(=O)Nc3ccc4c(c3)OCO4)c3c4ccccc4n(C)c3c2=O)cc1 was read as 5HT1E ag -1.3, 5-HT1A blocker 3, 5HT1a ag -1.4, M1 ag -0.56, S1P1 ag pot -14, Jurkat viability -2, M1 antag 0.26, S1P3 agonist -1.5 and 5HT1E antag 0.
COc1ccc(-c2cc3ccc(OCc4nn[nH]n4)cc3oc2=O)cc1 was read as 5HT1E ag 0.9, 5-HT1A blocker -12, 5HT1a ag -3.0, M1 ag 0.15, S1P1 ag pot -10, Jurkat viability 7, M1 antag 0.39, S1P3 agonist -0.5 and 5HT1E antag 1.
For O=C(CSc1ncccn1)Nn1cnnc1 the results were 5HT1E ag 1.6, 5-HT1A blocker 4, 5HT1a ag -3.6, M1 ag -0.039, S1P1 ag pot -3, Jurkat viability -4, M1 antag 1.2, S1P3 agonist -0.1 and 5HT1E antag -5.
`N#Cc1cnn(CC2CCCCC2)c1N` gave 5HT1E ag 0.5, 5-HT1A blocker 4, 5HT1a ag 0.1, M1 ag -0.87, S1P1 ag pot -33, Jurkat viability -1, M1 antag 0.41, S1P3 agonist 0.6 and 5HT1E antag -10.
`c1ccc(OCCCc2nc(-c3ccncc3)no2)cc1` gave 5HT1E ag 0.0, 5-HT1A blocker -6, 5HT1a ag -2.4, M1 ag -0.76, Jurkat viability 11, M1 antag 0.42, S1P3 agonist 0.1 and 5HT1E antag -2.

A portion of the results above, for reference:
For O=C(CSc1ncccn1)Nn1cnnc1 the results were 5HT1E ag 1.6, 5-HT1A blocker 4, 5HT1a ag -3.6, M1 ag -0.039, S1P1 ag pot -3, Jurkat viability -4, M1 antag 1.2, S1P3 agonist -0.1 and 5HT1E antag -5.
`N#Cc1cnn(CC2CCCCC2)c1N` gave 5HT1E ag 0.5, 5-HT1A blocker 4, 5HT1a ag 0.1, M1 ag -0.87, S1P1 ag pot -33, Jurkat viability -1, M1 antag 0.41, S1P3 agonist 0.6 and 5HT1E antag -10.

Next section.
For O=C(CCc1ccccc1)NC1CCSC1=O (configuration not stated) the results were 5HT1E ag -0.8, 5-HT1A blocker 9, 5HT1a ag -4.0, M1 ag -0.83, S1P1 ag pot 25, Jurkat viability -4, M1 antag 0.017, S1P3 agonist -1.8 and 5HT1E antag 8.
For CCOC(=O)c1c(C)n(C)c2ccc(O)c(CN3CCCCC3)c12 the results were 5HT1E ag -0.3, 5HT1a ag 1.1, M1 ag -0.88, S1P1 ag pot 5, M1 antag 0.0037, S1P3 agonist -3.5 and 5HT1E antag -3.
Screening CCc1cc(C(=O)OC)c(N2C(=O)C3C4C=CC(C4)C3C2=O)s1 (configuration not stated) returned 5HT1E ag -0.5, 5-HT1A blocker 3, 5HT1a ag -3.1, M1 ag -0.28, S1P1 ag pot -3, Jurkat viability 8, M1 antag 0.13, S1P3 agonist -1.2 and 5HT1E antag 8.
For CCOc1ccc(N=C2C(=O)N(CN3CCOCC3)c3ccccc32)cc1 the results were 5HT1E ag -0.5, 5HT1a ag -0.8, M1 ag 0.75, S1P1 ag pot -8, M1 antag -0.89, S1P3 agonist -3.3 and 5HT1E antag 0.
COc1cccc(-c2cc(C(=O)N3CCc4ccccc4C3)no2)c1 was read as 5HT1E ag -1.1, 5-HT1A blocker 23, 5HT1a ag -2.4, M1 ag -0.56, S1P1 ag pot 28, Jurkat viability 9, M1 antag 0.011, S1P3 agonist -1.7 and 5HT1E antag 21.
For O=C1c2cccnc2C(Nc2ccc(S(=O)(=O)N3CCCCCC3)cc2)N1Cc1ccccc1 (configuration not stated) the results were 5HT1E ag -0.5, 5-HT1A blocker -12, 5HT1a ag 1.1, M1 ag -0.14, S1P1 ag pot -4, Jurkat viability 8, M1 antag 0.22, S1P3 agonist 0.2 and 5HT1E antag -3.
Screening O=S(=O)(Nc1ccc2c(c1)oc1ccccc12)N1CCCC1 returned 5HT1E ag -0.4, 5-HT1A blocker 8, 5HT1a ag -1.7, M1 ag 0.22, S1P1 ag pot -2, Jurkat viability 0, M1 antag -1.5, S1P3 agonist -1.7 and 5HT1E antag 22.
`Cc1cc(=O)[nH]c(-n2nc(C)c(Oc3ccccc3O)c2C)n1` gave 5HT1E ag 2.6, 5-HT1A blocker -39, 5HT1a ag 15, M1 ag 1.5, S1P1 ag pot -140, Jurkat viability 4, M1 antag -0.34, S1P3 agonist 1.1 and 5HT1E antag -12.
Cc1ccc(SCc2[nH]nc3c2C(c2cccnc2)C(C#N)=C(N)O3)cc1 (configuration not stated) was read as 5HT1E ag -0.9, 5-HT1A blocker 4, 5HT1a ag -0.2, M1 ag 0.25, S1P1 ag pot 14, Jurkat viability 7, M1 antag -0.058, S1P3 agonist -1.2 and 5HT1E antag 3.
`Cc1ccc(C2CC(=O)c3cnc(N4CCN(c5ccccc5)CC4)nc3C2)cc1` (configuration not stated) gave 5HT1E ag 0.5, 5-HT1A blocker 2, 5HT1a ag -2.0, M1 ag -1.7, S1P1 ag pot -5, Jurkat viability 2, M1 antag -5.8*, S1P3 agonist -1.5 and 5HT1E antag 5.
For CCCCCNC(=O)C(C)NS(=O)(=O)c1ccc(OC)cc1 (configuration not stated) the results were 5HT1E ag 0.9, 5-HT1A blocker -10, 5HT1a ag 1.9, M1 ag 0.6, S1P1 ag pot 3, Jurkat viability 6, M1 antag 1.7, S1P3 agonist 0.4 and 5HT1E antag -6.
For COc1ccc(-c2noc(CSc3ccccc3)n2)cc1OC the results were 5HT1E ag 0.3, 5-HT1A blocker -5, 5HT1a ag 1.2, M1 ag 0.23, S1P1 ag pot -1, Jurkat viability -2, M1 antag -0.42, S1P3 agonist -1.4 and 5HT1E antag -1.
`CCN(CC)c1nc(SCC(=O)O)nc(N(CC)CC)n1` gave 5HT1E ag 0.1, 5-HT1A blocker 1, 5HT1a ag 1.0, M1 ag 0.047, S1P1 ag pot -1, Jurkat viability 0, M1 antag 0.24, S1P3 agonist -0.4 and 5HT1E antag 3.
CCOC(=O)C1CCCN(C(=O)c2cn(C)c3ccc(S(=O)(=O)N(C)C)cc3c2=O)C1 (configuration not stated) was read as 5HT1E ag 0.4, 5-HT1A blocker -7, 5HT1a ag -2.9, M1 ag 0.22, S1P1 ag pot -22, Jurkat viability -3, M1 antag 0.97*, S1P3 agonist -0.3 and 5HT1E antag -7.
For c1n[nH]c(SCCCCSc2ncn[nH]2)n1 the results were 5HT1E ag -0.5, 5-HT1A blocker -12, 5HT1a ag 0.8, M1 ag -1.6, M1 antag 0.86 and 5HT1E antag -3.
CN(Cc1nc(-c2ccncc2)no1)S(=O)(=O)c1ccccc1 was read as 5HT1E ag 0.1, 5-HT1A blocker -8, 5HT1a ag -0.8, M1 ag -1.6, S1P1 ag pot -5, Jurkat viability -1, M1 antag 0.18, S1P3 agonist 0.1 and 5HT1E antag 6.
`CCCCOC(=O)Nc1nnc(COc2ccccc2)s1` gave 5HT1E ag 0.2, 5-HT1A blocker 15, 5HT1a ag -4.2, M1 ag -0.051, S1P1 ag pot -26, Jurkat viability 8, M1 antag -0.017, S1P3 agonist -1.9 and 5HT1E antag -4.
COCCNC(=O)c1ccc(C(=O)NCCOC)s1 was read as 5HT1E ag -0.8, 5-HT1A blocker 11, 5HT1a ag 0.5, S1P1 ag pot 10, Jurkat viability -2, S1P3 agonist -0.9 and 5HT1E antag -13.
Screening CN(C)C(=O)N1CCCC(C(=O)NCc2ccc(F)cc2Cl)C1 (configuration not stated) returned 5HT1E ag -0.2, 5-HT1A blocker -2, 5HT1a ag 14, M1 ag 0.34, S1P1 ag pot -8, Jurkat viability -1, M1 antag 0.12, S1P3 agonist -0.6 and 5HT1E antag 8.

From PubChem

Compounds were not picked by outcome; overall some 8.9% were active at least once.
